# Screening data deposited in PubChem by NCI.
# NCI-60 one-dose screen, 48 h, at 10 µM unless noted. Numbers give growth in % (100 = growth as untreated, 0 = no growth, -100 = all killed).
# SNB-75: SNB-75 CNS cancer; actives 5% (n = 79,000)
# SW-620: SW-620 colon cancer; actives 5.2% (n = 82,000)
# KM12: KM12 colon cancer cells; actives 5% (n = 82,000); AID 1794800
# SF-295: SF-295 CNS cancer cells | actives 5.6% (n = 79,000)
# HCT-116: HCT-116 colon cancer | actives 7.3% (n = 82,000) | AID 1794798
# SNB-19: SNB-19 CNS cancer cells. actives 2.5% (n = 81,000)
# SF-539: SF-539 CNS cancer; actives 6.8% (n = 81,000); AID 1794752
# HCT-15: HCT-15 colon cancer. actives 5.2% (n = 82,000). AID 1794746
# HCC-2998: HCC-2998 colon cancer | actives 4.7% (n = 79,000)
# * = called active by the depositor; / = not tested or not shown; & = joins results of further samples. Rule for the calls: active = growth percent below 10; inactive = the rest.
# Preview (6 entries):
item	structure	SF-295	HCC-2998	KM12	SW-620	HCT-116	SNB-19	HCT-15	SNB-75	SF-539
1	Nc1ncc(/C=C/CNC(=O)c2cc3ccccc3[nH]2)[nH]1	103	107	108	99	102	102	105	91	95
2	O=C(NCc1ccccc1)Nc1ncccc1OCc1ccccc1	112	93	105	98	98	94	99	78	98
3	CCCCCCCC1CC(=O)OC1=O (stereo not given)	105	99	100	94	100	104	100	87	103
4	CCOC(=O)c1[nH]cc(C(=O)c2ccc(OC)cc2)c1-c1ccc(OC)cc1	93	101	93	100	89	101	97	86	106
5	Cc1nnc(N2CCN(c3ccccc3F)CC2)c2ccccc12	93	101	113	106	96	100	92	109	/
6	COc1ccc2c(c1)C(=O)c1c-2c(OCCN(C)C)nc2ccccc12	18	45	23	-7.7*	10	43	21	47	46

# The listing, repeating the preview:
item	structure	SF-295	HCC-2998	KM12	SW-620	HCT-116	SNB-19	HCT-15	SNB-75	SF-539
1	Nc1ncc(/C=C/CNC(=O)c2cc3ccccc3[nH]2)[nH]1	103	107	108	99	102	102	105	91	95
2	O=C(NCc1ccccc1)Nc1ncccc1OCc1ccccc1	112	93	105	98	98	94	99	78	98
3	CCCCCCCC1CC(=O)OC1=O (stereo not given)	105	99	100	94	100	104	100	87	103
4	CCOC(=O)c1[nH]cc(C(=O)c2ccc(OC)cc2)c1-c1ccc(OC)cc1	93	101	93	100	89	101	97	86	106
5	Cc1nnc(N2CCN(c3ccccc3F)CC2)c2ccccc12	93	101	113	106	96	100	92	109	/
6	COc1ccc2c(c1)C(=O)c1c-2c(OCCN(C)C)nc2ccccc12	18	45	23	-7.7*	10	43	21	47	46
7	COc1ccccc1CN(C)c1ccccc1	95	111	100	98	98	100	99	98	100
8	O=S(Nc1ccccc1)c1ccc(Cl)cc1 (stereo not given)	107	95	109	87	92	97	109	83	102
9	C=C1N(C)c2ccc(Cl)cc2C1(C)C	67	69	40	57	17	55	106	62	109
10	C/C(=C(/c1ccc(Cl)cc1)c1ccc(OCCN2CCCCC2)cc1)c1ccccc1	84	98	30	60	54	87	25	91	70
11	Nc1nc(SC2CCCCC2)c2[nH]cnc2n1	121	91	86	116	94	101	99	100	96
12	NC(=O)SCC(=O)Nc1ccccc1C(=O)O	98	133	112	97	103	93	104	88	103
13	COC(=O)/C=C1\CC[C@H]2[C@@H]3C[C@@H](F)[C@@]4(O)CC(=O)CC[C@]4(C)[C@H]3C(=O)C[C@]12C	110	111	111	110	101	105	90	79	101
14	Clc1ccc2nc(CBr)cnc2c1	/	113	110	102	102	92	100	96	100
15	Cc1ccc(S(=O)(=O)OC2COCOC2C(OS(=O)(=O)c2ccc(C)cc2)C2OCOCC2OS(=O)(=O)c2ccc(C)cc2)cc1 (stereo not given)	104	113	107	108	105	108	107	115	99
16	Cc1cc(O)c(C(C)C)cc1NC(=O)Nc1ccccc1	112	113	106	107	102	98	95	/	97
17	Cc1nc2cccc(NCc3ccc(C(=O)NO)cc3)c2c(=O)n1-c1ccccc1	16	86	30	7.2*	-33*	41	31	43	15
18	CCCCC1COc2cccc3c2N1C=C/C3=C\C(=O)N1CCCc2ccccc21 (stereo not given)	95	108	98	98	82	101	102	89	107
19	CCOc1cc(C(=O)O)ccc1O	106	99	112	104	102	95	111	99	103
20	Cc1c(Cl)cccc1Nc1ccccc1C(=O)O	103	103	106	105	108	103	106	106	100
21	COC(=O)[C@@]1(/C=C/c2ccccc2)C(=O)N(c2ccc([N+](=O)[O-])cc2)[C@@]1(C(=O)OC)c1ccccc1	51	105	84	73	39	/	55	81	69
22	CC(=O)c1ccc(NC(=O)COc2ccc(C3SCC(=O)N3c3ccc(F)cc3)cc2)cc1 (stereo not given)	104	103	92	104	102	96	102	99	93
23	CCCCC#Cc1c(I)n(C2OC(CO[Si](C)(C)C(C)(C)C)C3OC(C)(C)OC32)c(=O)n(C(=O)c2ccccc2)c1=O (stereo not given)	74	-9.3*	72	-49*	15	72	8.5*	93	3.5*
24	O=C(O)C1CCCN1C(=O)OCc1ccccc1 (stereo not given)	107	/	113	111	107	104	108	82	107
25	Cc1ccc(Cl)cc1N1CCN(CCCNC(=O)C2CCN(c3nc4ccccc4[nH]3)CC2)CC1	82	120	102	103	97	91	101	102	99
26	O=S(=O)(Nc1ccccn1)c1ccc(Nc2nc(O)c(/C=C3\C=Nc4ccccc43)s2)cc1	101	111	97	104	96	88	107	79	94
27	CC(=O)Nc1ccc(-c2ccc(NC(C)=O)cc2)cc1	102	85	107	97	107	110	102	83	104
28	COCCn1cc(-c2csc(-c3cn(C)c4ccc(Br)cc34)n2)c2cccnc21	34	26	24	22	49	79	12	76	70
29	O=C(NCNC(=O)c1ccccc1)c1ccccc1	108	108	98	101	100	102	107	97	98
30	O=C(O)c1cc(C(=O)O)cc([N+](=O)[O-])c1	93	110	109	107	101	106	104	/	100
31	CCOC(=O)c1nc2cc(C#N)ccn2c1C(=O)c1ccc(OC)cc1	96	101	104	99	101	98	96	88	105
32	CC(C)c1nc2ccccc2n1CC(=O)c1ccc(C#N)cc1	116	104	99	92	83	101	94	94	103
33	O=c1cc(COc2ccc(N=Cc3ccccn3)cc2)c2cc(Cl)ccc2o1	98	101	85	106	77	101	95	95	96
34	OC(CN(Cc1ccccc1)Cc1ccccc1)c1ccccc1 (stereo not given)	106&105	103	96&95	103&95	78&69	98&104	89&93	93&95	106&104
35	COc1ccc2c(O)c(/C=C3\N=Nc4ncccc43)oc2c1C[C@H]1CCNC[C@H]1F	19	0.2*	-17*	-15*	-6.7*	10	7.7*	-61*	-30*
36	CS(=O)(=O)N(c1cc(-c2ccc3ncnc(Nc4cccc(Cl)c4)c3c2)cnc1Cl)S(C)(=O)=O	-4.2*	24	21	20	12	24	10	-3.2*	-8.6*
37	Cc1[nH]c(C2CC(c3cccs3)=NN2c2ccc(Cl)cc2)c(C)c1C(=O)NCC(F)(F)F (stereo not given)	92	105	98	99	96	95	89	90	109
38	O=C(CSc1nnc(CN2CCN(c3cc4c(cc3F)c(=O)c(C(=O)O)cn4C3CC3)CC2)o1)c1ccccc1	100	105	104	103	84	91	98	88	107
39	O=c1n(CC2CO2)c(=O)n(CC2CO2)c(=O)n1CC1CO1 (stereo not given)	14	95	90	75	74	84	76	66	29
40	CCN(CCO)CCC(=O)c1ccc([N+](=O)[O-])cc1	103	97	102	113	112	117	101	93	105
41	COc1ccc(-c2nc3sc(C)nn3c2-c2nc3ccc(Cl)cc3[nH]2)cc1	/	105	98	98	106	95	78	93	96
42	Oc1ccc(F)c2cccnc12	95	91	106	103	103	102	105	87	89
43	Cc1ccc(C2(C(=O)O)CCCCC2)cc1	97	93	102	106	105	114	/	85	102
44	C=C1C(=O)O[C@H]2[C@H]1CC/C(COC(=O)c1cccc3ccccc13)=C\CC[C@@]1(C)O[C@@H]21	48	63	20	-53*	-94*	11	-47*	29	-93*
45	CCOc1nc(N)ncc1OCCc1ccccc1	100	110	92	104	88	100	102	98	96
46	COc1ccc(Br)c(C(C)=O)c1	97	104	95	109	101	108	100	85	101
47	CCCCN(CCCC)c1ccc(C(=NC(C)CCCN(CC)CC)c2ccc(N(C)C)cc2)cc1 (stereo not given)	-72*	-59*	-14*	-67*	-82*	-23*	-80*	-34*	-73*
48	NS(=O)(=O)c1ccc(CCn2c(SCC(=O)N/N=C/c3ccc(O)cc3)nc3ccccc3c2=O)cc1	99	108	98	108	88	105	102	96	102
49	COc1ccc(-n2c(-c3ccccc3)c(-c3ccccc3)c3c(SCC(=O)N/N=C/c4ccc(Cl)cc4)ncnc32)cc1	93	93	89	99	88	100	105	/	94
50	COc1cc(C2=[N+](C)CCc3cc4c(cc32)OCO4)cc(OC)c1OC	99	98	113	82	95	112	99	93	99
51	Cc1c(O)cc(-c2csc(N)n2)c(O)c1C	100	113	105	100	100	101	96	91	99
52	COC(=O)/C=C1\S/C(=N\Nc2ccc([N+](=O)[O-])cc2[N+](=O)[O-])N(C2CCCCC2)C1=O	77	63	46	23	30	51	11	51	69
53	COc1cc(/C=C/c2nnc(-c3[nH]nc4c3CCc3ccccc3-4)o2)cc(OC)c1OC	111	111	96	102	104	97	99	133	93
54	CSc1ncnc2n[nH]nc12	113	107	108	103	105	109	107	107	105
55	CC(=O)N1N=C(c2ccc(Br)cc2)CC1c1cccc(Nc2ccnc3cc(C(F)(F)F)ccc23)c1 (stereo not given)	87	96	75	95	74	82	76	73	94
56	COc1cc(-c2nc3ccc(F)cc3s2)ccc1NC(=O)/C=C/c1ccc(F)c(F)c1	106	101	99	101	85	102	113	92	90
57	COc1cc(/C=C/c2cc(/C=C/c3cc(OC)c(OC)c(OC)c3)n(-c3ccccc3)n2)cc(OC)c1OC	83	103	85	92	69	79	66	49	64
58	C[n+]1ccc(Nc2ccc(NC(=O)c3ccc(Nc4cc[n+](C)c5ccc(N)cc45)cc3N)cc2)cc1	78&62	100&91	95&94	106&101	90&81	78&109	88&117	102	92&85
59	Cc1ccc(C(=O)Nc2ccc(-n3ccnc3)c(C(F)(F)F)c2)cc1C#Cc1cnc2cccnn12	22	30	22	31	0.4*	36	21	-2.9*	-41*
60	Nc1ccccc1-n1cnc2ccccc2c1=O	102	103	107	108	99	96	102	108	97

# Some of these compounds in order of molar mass, low to high.
item	structure	SF-295	HCC-2998	KM12	SW-620	HCT-116	SNB-19	HCT-15	SNB-75	SF-539
20	Cc1c(Cl)cccc1Nc1ccccc1C(=O)O	103	103	106	105	108	103	106	106	100
4	CCOC(=O)c1[nH]cc(C(=O)c2ccc(OC)cc2)c1-c1ccc(OC)cc1	93	101	93	100	89	101	97	86	106
37	Cc1[nH]c(C2CC(c3cccs3)=NN2c2ccc(Cl)cc2)c(C)c1C(=O)NCC(F)(F)F (stereo not given)	92	105	98	99	96	95	89	90	109
48	NS(=O)(=O)c1ccc(CCn2c(SCC(=O)N/N=C/c3ccc(O)cc3)nc3ccccc3c2=O)cc1	99	108	98	108	88	105	102	96	102
23	CCCCC#Cc1c(I)n(C2OC(CO[Si](C)(C)C(C)(C)C)C3OC(C)(C)OC32)c(=O)n(C(=O)c2ccccc2)c1=O (stereo not given)	74	-9.3*	72	-49*	15	72	8.5*	93	3.5*

# Next section.
item	structure	SF-295	HCC-2998	KM12	SW-620	HCT-116	SNB-19	HCT-15	SNB-75	SF-539
61	O=C(Cn1cncn1)Nc1ccc(-c2nc3ccccc3s2)cc1	92	94	98	106	95	93	101	92	108
62	O=C(O)Cc1ccc(O)c(O)c1	102	92	99	103	105	102	96	69	90
63	Nc1[nH]nc2ncccc12	112	107	106	104	107	104	107	87	92
64	O=C(NCc1ccc(Cl)cc1Cl)C1CCC(=O)N1C(=O)Nc1ccc(Cl)nc1 (stereo not given)	99	115	105	112	104	92	101	114	103
65	O=C(O)C(O)C(O)C(=O)O.[NH-]C1CCCCC1[NH-].[Pt+2] (stereo not given)	/	104	96	95	95	/	103	/	/
66	CCCCC(C)(C)O	101	103	96	95	90	106	103	84	102
67	CC(=O)Nc1cccc(Oc2ncccc2[N+](=O)[O-])c1	122	/	109	108	100	103	100	90	102
68	Cc1cc(Cc2ccccc2)c(O)c(Cc2ccccc2)c1	101	101	90	102	73	102	90	76	101
69	C=CCSSC1N=CNc2nc[nH]c21 (stereo not given)	33	44	53	36	14	89	53	47	16
70	Fc1ccc(N2CCN(Cc3c[nH]c4ncnc(N5CCOCC5)c34)CC2)cc1	96	109	96	103	104	104	100	113	101
71	COc1ccc2cc(-c3ccc(-c4ccc(C(=N)N)s4)s3)ccc2c1	86	-58*	-15*	-64*	-30*	-27*	-82*	21	90
72	CC1(C)CC(=O)C(c2c(-c3ccccc3)[nH]c3nc(N)[nH]c(=O)c23)=C(O)C1	103	89	113	104	112	110	100	82	/

# No enrichment for hits (roughly 11% active in at least one column).
